# Bioassay records deposited in PubChem by several laboratories.
# mABHD4 FP: inhibits mouse alpha/beta hydrolase domain 4; inhibition, % at 8.92 µM; purified mABHD4, FP-Rh probe fluorescence polarization; 370,000 tested, 0.54% active;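 active means inhibition exceeding the mean over every tested compound plus 3 SD, cut at about 30% in these data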;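 further: 0% = plate median of compound wells and 100% = S159A mutant with DMSO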
#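 Test system: mABHD4 protein | Buffer or medium: HEPES pH 7.0 buffer, 150 mM NaCl, 0.01% Pluronic F-127 | Probe or stimulus: FP-Rh fluorescent activity-based probe, added after compound pre-incubation | Timing: Pre-incubation 45 min, probe exposure 60 min, at 25 °C | Technique: Fluorescence polarization, excitation 525 nm, emission 598 nm, BODIPY TMR filters | Repeats: Single well per compound (singlicate)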
# TCR CD3 inh: inhibitors of human TCR-CD3 interaction | 360,000 tested, 0.37% active | TAMRA-labeled TCR probe fluorescence, biochemical | inhibition, % at 9.4 µM | AID 651800; in the data active means inhibition above about 19%;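 further: recombinant mutant TCR 2C K166C tagged with TAMRA read by polarization; 0% = receptor in buffer alone and 100% = receptor with positive control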
# HTRA1 inh: inhibitors of human serine peptidase HTRA1; Q92743; recombinant HTRA1, FP-rhodamine activity-based probe, fluorescence polarization; inhibition, % at 5.96 µM; 340,000 tested, 0.5% active; AID 504803; in the data active means inhibition above about 36%;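 further: 0% = enzyme with DMSO and 100% = wells lacking enzyme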
# rCAG RNA binder: binds r(CAG) RNA repeats | inhibition, % at 3 µM | r(CAG) RNA repeat, TO-PRO-1 dye displacement fluorescence | 370,000 tested, 1.3% active;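 active means inhibition above the plate cutoff, the mean of all test compounds on that plate plus 3 SD, cut at about 35% in these data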;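 further: 0% = DMSO alone and 100% = 100 µM mitoxantrone as full dye displacement; higher means more dye released from RNA so lower well fluorescence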
# GC-B act: GC-B (human) receptor activation. 370,000 tested, 0.11% active. activation, % at 10 µM. HEK293-GC-B cells, CNP EC30, cGMP TR-FRET; 0% at EC30 CNP, 100% saturating CNP;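 active means activation at 10 µM reaching about 35% in either raw or pattern-adjusted values, limit read from the data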
# GC-A act: GC-A (human) enzyme activation. 370,000 tested, 0.14% active. activation, % at 10 µM. HEK293 GC-A cells, cGMP TR-FRET, EC30 ANP; 0% at EC30 ANP, 100% saturating ANP; in the data active means activation above about 40%
# MBD2 inh: inhibitors of human MBD2 binding to methylated oligonucleotide; AID 686964; 370,000 tested, 0.31% active; TR-FRET; inhibition, % at 4.4 µM; in the data active means inhibition above about 13%
# Target sequence (Q9UBB5 whole entry, looked up): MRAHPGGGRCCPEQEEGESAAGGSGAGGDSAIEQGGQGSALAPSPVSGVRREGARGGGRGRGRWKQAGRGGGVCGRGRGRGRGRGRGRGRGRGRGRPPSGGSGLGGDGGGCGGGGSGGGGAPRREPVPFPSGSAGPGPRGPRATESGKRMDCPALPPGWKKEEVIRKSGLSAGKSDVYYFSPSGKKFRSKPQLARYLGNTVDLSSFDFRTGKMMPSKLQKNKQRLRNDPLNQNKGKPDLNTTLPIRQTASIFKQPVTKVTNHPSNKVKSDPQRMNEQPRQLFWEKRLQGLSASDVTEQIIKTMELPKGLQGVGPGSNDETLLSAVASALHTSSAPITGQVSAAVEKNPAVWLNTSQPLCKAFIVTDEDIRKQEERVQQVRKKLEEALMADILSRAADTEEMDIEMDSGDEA
# PRMT1 FP inh: blocks human protein arginine methyltransferase 1 | recombinant PRMT1, activity-based probe fluorescence polarization | inhibition, % at 2.79 µM | 370,000 tested, 1.3% active | AID 652257;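 active means inhibition above about 21% made by adding two undisclosed values, limit read from the data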
# Target sequence (Q99873 whole entry, looked up): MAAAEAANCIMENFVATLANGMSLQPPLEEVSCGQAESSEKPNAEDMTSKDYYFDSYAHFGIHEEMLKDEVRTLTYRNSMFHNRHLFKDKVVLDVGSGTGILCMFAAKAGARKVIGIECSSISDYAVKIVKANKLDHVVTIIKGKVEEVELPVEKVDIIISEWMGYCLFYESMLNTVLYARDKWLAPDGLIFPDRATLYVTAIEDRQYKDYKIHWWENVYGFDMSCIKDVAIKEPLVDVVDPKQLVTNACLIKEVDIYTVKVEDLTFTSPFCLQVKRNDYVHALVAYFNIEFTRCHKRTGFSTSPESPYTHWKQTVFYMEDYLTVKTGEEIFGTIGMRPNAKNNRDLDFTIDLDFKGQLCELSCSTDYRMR
# SIAE primary: human SIAE inhibition, primary screen. Q9HAT2. SIAE FP-Rh probe binding, fluorescence polarization. inhibition, % at 9.66 µM. 370,000 tested, 0.69% active. AID 1053197;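 active means inhibition above a cutoff: mean of compounds within the control limits plus 3 SD of those, cut at about 17% in these data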;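 further: 0% = plate median of compound wells and 100% = probe without SIAE protein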
# UHRF1 MBD2 ctr: blocks human UHRF1 binding to methylated DNA; inhibition, % at 4.4 µM; Q96T88; 370,000 tested, 0.75% active; UHRF1 binding to methylated oligo, TR-FRET; AID 687016; in the data active means inhibition above about 21%;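 further: UHRF1 SRA domain binding a hemimethylated CpG hairpin DNA probe; 0% = median of test compound wells and 100% = reference inhibitor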
# Numbers without * were called inactive; . = no result given.
# Second line of a record – mABHD4 FP	TCR CD3 inh	HTRA1 inh	rCAG RNA binder	GC-B act	GC-A act	MBD2 inh	PRMT1 FP inh	SIAE primary	UHRF1 MBD2 ctr
- Cc1nn(-c2ccc(C(=O)O)cc2)c(C)c1Cl
 : 4	0	3	0	1	4	-1	3	-2	2
- CC1CCN(C(=O)CSc2nc3ccccc3s2)CC1
 : 6	3	-1	-1	3	3	-4	2	-7	-4
- CCCN(CCC)CCCNC(=S)Nc1ccc2nc(N3CCN(C)CC3)cc(C)c2c1
 : -2	8	-3	-6	1	5	0	-1	1	1
- CC(C)N(Cc1nc(-c2ccccc2)no1)C(=O)C1CCCCC1
 : 0	-5	-6	-10	-5	1	-4	4	-4	2
- Cn1c(SCc2ccccc2)nnc1-c1cnccn1
 : 11	-1	4	-2	-6	-2	2	-3	20*	-5
- CN(CC(=O)NCCc1ccc(S(N)(=O)=O)cc1)CC(=O)Nc1ccc(Cl)c(C(F)(F)F)c1
 : -4	2	2	6	0	-1	-2	2	-7	2
- CC(=O)Nc1ccc(NC(=O)CSc2nnc(NC(=O)C3CC(=O)N(c4ccccc4)C3)s2)cc1 (stereo not given)
 : 3	-9	7	8	-6	3	-4	4	-2	2
- Cc1ccc(S(=O)(=O)Nc2ccc(F)cc2)cc1C(=O)N1CCOCC1
 : 4	-3	-2	1	3	0	3	6	1	2
- O=C(O)/C=C\C(=O)Nc1cccc(NC(=O)c2ccccc2)c1
 : -1	-11	-21	8	1	-3	4	4	0	3
- CCNC(=O)/C(C#N)=C/c1c(N2CCN(c3cccc(Cl)c3)CC2)nc2c(C)cccn2c1=O
 : -4	5	-5	0	-2	-6	4	-1	4	1
- O=C1c2ccccc2C(=O)N1/N=C/c1ccc(O)c(O)c1
 : 19	18	21	6	-5	-1	-1	1	10	1
- CCS(=O)(=O)N1CCC(C(=O)O)CC1
 : 2	3	0	-4	-5	1	3	-3	-2	0
- CN1Cc2nnn(Cc3ccccc3)c2-c2cc(N3CCCCC3)ccc2S1(=O)=O
 : -6	.	.	4	-13	-12	2	-2	-8	3
- Cc1cc(C)cc(NC(=O)C2CCN(S(C)(=O)=O)CC2)c1
 : -9	-4	3	2	0	-3	6	6	-3	2
- O=C(CCCCCN1C(=O)c2ccccc2C1=O)Nc1ccccc1F
 : -1	-3	-9	-6	-2	2	-3	-2	4	-2
- Cc1cc(NC(=O)c2ccco2)no1
 : 3	5	4	0	1	-2	-4	0	7	0
- O=C(O)c1nc(-c2ccccc2)n(-c2ccc(Cl)cc2)n1
 : 9	-6	3	4	-1	-8	4	1	-4	3
- C/C(=N\N1CCN(Cc2ccc(Cl)cc2)CC1)c1ccc([N+](=O)[O-])cc1
 : 0	3	4	-4	0	0	-1	-1	1	-3
- COC(=O)c1ccc(C)c(NC(=O)Cc2coc3cc(OC)ccc23)c1
 : -9	4	-15	8	2	0	0	-1	1	-1
- O=C(O)C(c1ccccc1)c1ccccc1
 : -7	2	-7	3	-3	0	-6	-6	-6	0
- COc1ccc(S(=O)(=O)Cc2ccccc2)cc1N
 : 7	8	-4	-2	-2	0	-4	-2	5	-1
- Cn1cccc1/C=N/NC(=O)c1cccs1
 : -3	3	2	0	5	4	-2	4	9	1
- Nc1[nH]c(/C=C2/CCCCC2n2[nH]c(=O)n(-c3ccccc3)c2=O)c(Cc2ccccc2)[n+]1Cc1ccccc1 (stereo not given)
 : 11	.	.	9	0	-2	4	-2	11	16
- O=C(Cc1cccs1)N1CCN(c2ccc([N+](=O)[O-])cc2)CC1
 : 2	3	1	9	-2	-6	-16	0	8	-5
- COc1cc(/C=C(\C#N)C(=O)NCC2CCCO2)ccc1OCC(=O)O (stereo not given)
 : -2	-8	.	-3	1	-1	1	3	-2	2
- COc1cc2c(C#CCO)c(-c3ccc(C#N)cc3)oc(=O)c2cc1OC
 : -6	-1	2	14	-9	6	-1	3	-9	5
- Cc1ccc(C)c(S(=O)(=O)N2CCN(C(=O)[C@H](C)N3C(=O)C4CC=CCC4C3=O)CC2)c1 (stereo not given in full)
 : 3	2	-4	4	2	5	5	2	4	4
- Cc1ccc(S(=O)(=O)N2CCOCC2)cc1C(=O)NCc1ccccc1CN1CCCC1
 : 6	6	0	3	5	-1	2	-1	4	-1
- O=[N+]([O-])c1cccc2cn[nH]c12
 : 5	-4	2	-2	3	3	2	3	2	1
- O=[N+]([O-])c1ccc(NN=Cc2ccco2)nc1
 : 14	10	8	7	0	3	-8	5	5	-5

# Compound profiles (already shown).
# Cc1ccc(C)c(S(=O)(=O)N2CCN(C(=O)[C@H](C)N3C(=O)C4CC=CCC4C3=O)CC2)c1 (stereo not given in full) across the screens: mABHD4 FP = 3; TCR CD3 inh = 2; HTRA1 inh = -4; rCAG RNA binder = 4; GC-B act = 2; GC-A act = 5; MBD2 inh = 5; PRMT1 FP inh = 2; SIAE primary = 4; UHRF1 MBD2 ctr = 4
# Cc1nn(-c2ccc(C(=O)O)cc2)c(C)c1Cl across the screens: mABHD4 FP = 4; TCR CD3 inh = 0; HTRA1 inh = 3; rCAG RNA binder = 0; GC-B act = 1; GC-A act = 4; MBD2 inh = -1; PRMT1 FP inh = 3; SIAE primary = -2; UHRF1 MBD2 ctr = 2

# Following part
# Second line of a record – mABHD4 FP	TCR CD3 inh	HTRA1 inh	rCAG RNA binder	GC-B act	GC-A act	MBD2 inh	PRMT1 FP inh	SIAE primary	UHRF1 MBD2 ctr
- C/C(=N\NC(=O)c1cccc(F)c1)c1cccc(NC(=O)c2ccc(F)cc2)c1
 : -1	8	5	-1	4	4	-2	-2	1	0
- CC[C@]12c3[nH]c4ccc(OC)cc4c3CCN1C(=O)C(CC(=O)NCCN1CCOCC1)C[C@@H]2C(=O)N1CCN(C(=O)c2ccco2)CC1 (stereo not given in full)
 : -2	-2	3	3	0	-1	5	4	1	-2
- N#CC(C(N)=O)=C1CCCCC1
 : 1	-2	.	-2	1	4	-4	4	-5	0
- COc1cc(-c2cn(S(=O)(=O)c3cccc4nsnc34)nc2N)cc(OC)c1OC
 : -4	4	-4	16	-10	-11	1	0	-1	-4
- Cc1ccc([C@H]2N[C@]3(CCCN(CC4CCCCC4)C3=O)[C@H]3C(=O)N(C)C(=O)[C@@H]23)cc1
 : -1	0	6	-1	5	4	1	0	11	-1
- CCCCN(C(=O)C1CCCC1)c1c(N)n(CCC)c(=O)[nH]c1=O
 : 6	-9	-2	-2	5	2	1	3	4	1
- Cc1ccc(S(=O)(=O)N(C)[C@H]2C[C@H]3c4[nH]c5c(-c6ccccc6)cccc5c4CCN3C(=O)[C@H]2[C@H](C)O)cc1
 : 7	1	.	11	-5	-6	-2	1	-12	0
- O=C(NCc1cccc(Cl)c1)c1ccc(S(=O)(=O)N2CCCCC2)cc1
 : -3	-2	-5	3	1	-2	-4	-1	6	0
- CC(C)Cn1cc(C(=O)NCC2CCCO2)c2c3ccccc3n(C)c2c1=O (stereo not given)
 : -2	8	1	4	-7	0	-9	1	2	-3
- COc1cc(CNn2c(C)n[nH]c2=S)cc(Br)c1OCC(=O)NC(C)(C)C
 : 6	-2	-4	-4	0	0	10	7	4	0
- CCCn1nc(C(=O)Nc2cccc(S(=O)(=O)N3CCOCC3)c2)c2ccccc2c1=O
 : -10	8	-14	4	2	7	-4	-2	-5	-2
- COc1ccc(-c2cc(C(F)(F)F)nc(N3CCN(C)CC3)n2)cc1OC
 : 4	1	-2	-7	-6	0	-3	-1	1	-1
- O=C(NCc1ccccc1)C(c1ccc(O)cc1)N(C(=O)c1cnccn1)c1ccccc1 (stereo not given)
 : 3	-6	-3	-4	-3	3	8	3	4	8
- O=c1[nH]c2cnccc2n1-c1ccccc1
 : 2	8	4	-1	-2	3	3	-1	5	1
- CCOC(=O)N1CCN(C(=O)Cn2ncc3ccccc32)CC1
 : 7	14	-3	1	1	4	-3	-1	1	0
- Cc1[nH]c(C(=O)O)c(C#N)c1C(=O)c1ccccc1
 : 2	6	1	1	-1	3	4	-2	7	5
- CNC(=O)c1sccc1SCc1ccc(Cl)cc1Cl
 : -2	0	-9	-1	3	0	3	-1	-2	-2
- CCOC(=O)c1c(NC(=O)C2C3C=CC(C3)C2C(=O)O)sc2c1CCC(CC)C2 (stereo not given)
 : 9	-2	0	38*	4	-7	0	-1	-6	8
- COc1ccc(NC(=O)C2CCCN(S(=O)(=O)c3ccc4c(c3)CC(C)N4C(C)=O)C2)cc1 (stereo not given)
 : -4	-3	2	-1	0	-1	2	0	-2	1
- Cc1ccc(-c2nc(-c3cccnc3)sc2CC(=O)Nc2ccc3nc(C)sc3c2)cc1
 : -6	-1	-23	6	-3	-1	-2	2	-1	0
- N=c1c(C(=O)NCCc2ccccc2)cc2c(=O)n3ccccc3nc2n1CCCN1CCOCC1
 : 1	8	5	6	-2	5	-8	-3	4	-7
- NS(=O)(=O)c1ccc(CCNC2CC(=O)N(CCc3ccccc3)C2=O)cc1 (stereo not given)
 : 9	-1	12	-3	1	2	2	34*	3	-1
- Cc1ccc(NC(=O)CCC(=O)OCC(=O)c2ccc(Oc3ccc([N+](=O)[O-])cc3)cc2)c(C)c1
 : -2	7	-12	3	-2	3	0	-1	-5	-1
- COc1ccc(C(=O)CSc2nnc(-c3ccoc3C)n2CC2CCCO2)cc1 (stereo not given)
 : 2	6	-7	1	1	0	3	1	-4	2
- COc1cc(NS(=O)(=O)c2ccc(N/C=C(\C#N)c3nc4ccccc4o3)cc2)nc(OC)n1
 : -18	3	-26	68*	-3	2	-2	-2	-9	1
- COc1ccc(-c2c(NC(=O)CC(C)C)n(C)c3ccccc3c2=O)cc1OC
 : -7	2	12	-1	0	0	-1	1	-7	-4

# 3 entries from above, ordered by the value under PRMT1 FP inh, lowest first.
compound | PRMT1 FP inh
O=c1[nH]c2cnccc2n1-c1ccccc1 | -1
CC(C)Cn1cc(C(=O)NCC2CCCO2)c2c3ccccc3n(C)c2c1=O (stereo not given) | 1
Cc1ccc(-c2nc(-c3cccnc3)sc2CC(=O)Nc2ccc3nc(C)sc3c2)cc1 | 2

# 4 compounds from above, reduced to MBD2 inh.
smiles,MBD2 inh
CC1CCN(C(=O)CSc2nc3ccccc3s2)CC1,-4
CCCN(CCC)CCCNC(=S)Nc1ccc2nc(N3CCN(C)CC3)cc(C)c2c1,0
CC(C)N(Cc1nc(-c2ccccc2)no1)C(=O)C1CCCCC1,-4
Cn1c(SCc2ccccc2)nnc1-c1cnccn1,2

# The list is partial; rates above refer to the full screens.
